SIRT5 block: inhibitors of human sirtuin-5 desuccinylase; Q9NXA8; hit rate 1.1% among 330,000; AID 652115; inhibition, % at 15 µM; Purified SirT5, succinyl-peptide AMC, trypsin-coupled fluorescence; in the data active = inhibition above about 15%; inconclusive = no clear call, values can overlap the other calls
miR-122 sensor: miR-122 inhibition in Huh7 cells; Huh7 miR-122 Renilla luciferase sensor, 48 h; neutral wells = 0, positive control = 100; hit rate 0.3% among 340,000; activation (reporter increase), % at 12.5 µM;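 active = mean replicate activation score at least 90 and every replicate individually at or above 90; inconclusive = only one of the two criteria met; inactive = neither criterion met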;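 note: higher luciferase means less miR-122 activity so hits act as miR-122 inhibitors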
ERAP1 HTS inh: blocks human ERAP1 aminopeptidase activity. hit rate 0.15% among 340,000. recombinant ERAP1, Leu-AMC fluorescence, 60 min. inhibition, % at 10.7 µM. Q9NZ08;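 active = mean replicate inhibition of at least 30%, or all replicates individually reaching that 30% level; inactive = mean below 30% and not every replicate reaching it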;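 note: 0% = neutral control wells and 100% = L-leucinethiol positive control wells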
ERp5 inh: inhibitors of human ERp5. Q15084. ERp5 insulin aggregation, absorbance 650 nm, 90 min. inhibition, % at 9.99 µM. hit rate 0.05% among 350,000;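 active = mean replicate inhibition above about 25%, with every replicate also reaching it, limit read from the data, passing the limit was not always enough; inconclusive = only one of those two criteria met; inactive = neither criterion met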
Target sequence (Q15084 whole entry, looked up): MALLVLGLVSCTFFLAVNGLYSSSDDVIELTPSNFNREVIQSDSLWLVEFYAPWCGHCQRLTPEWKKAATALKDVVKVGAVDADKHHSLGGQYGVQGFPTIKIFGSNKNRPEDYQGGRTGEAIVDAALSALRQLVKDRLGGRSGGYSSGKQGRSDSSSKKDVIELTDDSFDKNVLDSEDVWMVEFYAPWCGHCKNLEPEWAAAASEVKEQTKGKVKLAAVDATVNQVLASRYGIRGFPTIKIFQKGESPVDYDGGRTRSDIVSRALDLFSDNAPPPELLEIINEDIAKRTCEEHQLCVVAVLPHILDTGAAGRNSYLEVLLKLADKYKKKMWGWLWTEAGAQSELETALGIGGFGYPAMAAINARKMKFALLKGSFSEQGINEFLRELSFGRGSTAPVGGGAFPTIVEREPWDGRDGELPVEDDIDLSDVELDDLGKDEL
Casp6 inh: blocks human caspase-6 cleavage activity; P55212; purified caspase-6, Z-VEID-R110 cleavage fluorescence; inhibition, % at 12.5 µM; hit rate 0.53% among 350,000; AID 686996;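 active = mean inhibition across replicates at least about 35%, with every replicate also reaching that limit, limit read from the data; inconclusive = only one of the two criteria met; inactive = neither criterion met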;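 note: 0% = median of neutral control wells and 100% = no fluorescence left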
Target sequence (P55212 24-179 limits assumed): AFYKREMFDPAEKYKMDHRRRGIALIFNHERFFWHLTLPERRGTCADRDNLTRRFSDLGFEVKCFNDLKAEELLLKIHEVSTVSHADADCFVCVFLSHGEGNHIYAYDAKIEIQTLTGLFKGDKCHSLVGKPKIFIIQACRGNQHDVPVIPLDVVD
Target sequence (P55212 194-293 limits assumed): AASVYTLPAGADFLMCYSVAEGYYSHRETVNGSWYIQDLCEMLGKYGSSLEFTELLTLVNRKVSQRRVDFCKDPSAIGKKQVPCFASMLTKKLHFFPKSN
CFTR F508del cor: correctors of CFTR F508del function in bronchial epithelial cells; activity (quench increase), % at 7.58 µM; CFBE cells, YFP halide quenching; stimulated with forskolin plus potentiator P3; % fluorescence drop versus neutral controls; hit rate 0.36% among 350,000; AID 720511;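 active = mean added fluorescence quench of at least 8% versus neutral control, with both replicates also reaching 8%; inconclusive = only one of the mean or replicate conditions met; inactive = mean below 8% and not both replicates reaching 8%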;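 note: cells transiently co-express mutant CFTR-F508del with the halide-sensitive YFP; corrector assay measuring rescue of mutant channel to the surface after 24 h compound exposure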
DENV2 CPE: protects cells from dengue virus 2 cytopathic effect | hit rate 1.7% among 350,000 | CPE inhibition, % at 9.99 µM | DENV2-infected cells, cytopathic effect rescue, plate reader; in the data active = CPE inhibition above about 20%, passing the limit was not always enough; inconclusive = no clear call, values can overlap the other calls; tested in BHK-21 cells;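 note: 0% = median of neutral control wells and 100% = median of positive control wells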
Numbers without * were called inactive; ? = inconclusive; . = no result given; & = joins results of further samples; ! = not active in a repeat; [ ] = remark or other dose.

The opening nine records, to show the layout:
Casp6 inh	DENV2 CPE	ERAP1 HTS inh	SIRT5 block	miR-122 sensor	ERp5 inh	CFTR F508del cor	compound
0	6	19	-15	-11[16.7 µM]	5	0.8	C/C=C/c1cnc2c(c1)C(=O)N([C@H](C)CO)C[C@H](C)[C@H](CN(C)Cc1cccc(C(=O)O)c1)O2
-2	7	1	5	.	-3	0.5	CCc1cnc(N2[C@H](C#N)[C@H](c3ccc(C4=CCCCC4)cc3)[C@H]2CO)s1
2	-2	-3	-3	.	0	-0.5	CO[C@H]1CN(C)C(=O)c2cc(NS(C)(=O)=O)ccc2OC[C@H](C)N(CC2CC2)C[C@H]1C
4	-9	-1	.	.	-4	3.7	c1cnc2nc3c4ccccc4c4ccccc4c3nc2c1
6	.	5	0	3	-8	-0.4	C[C@H](O)[C@@H]1CN2CCc3c([nH]c4ccccc34)[C@@H]2C[C@@H]1N(C)C(=O)Nc1cccc2ccccc12
-2	-5	-2	-3	.	3	-2.0	COc1ccc(C2=NOC(C(=O)NCc3cccnc3)C2)cc1 (stereo not given)
-2	-6	-1	0	.	-2	-3.0	CC(C)NC(=O)c1ccc(C(C)C)cc1
-2	-14	0	-4	.	3	-1.4	O=C(NCc1ccccc1)C(c1ccc(-c2ccccc2)cc1)N1CCN(c2ccccc2F)CC1 (stereo not given)
1	?	-5	-2	-2	-3	-0.3	CN(C(=O)COC(=O)Cc1ccc(Cl)cc1)C1CCCCC1

The whole of this part, repeating the preview:
Casp6 inh	DENV2 CPE	ERAP1 HTS inh	SIRT5 block	miR-122 sensor	ERp5 inh	CFTR F508del cor	compound
0	6	19	-15	-11[16.7 µM]	5	0.8	C/C=C/c1cnc2c(c1)C(=O)N([C@H](C)CO)C[C@H](C)[C@H](CN(C)Cc1cccc(C(=O)O)c1)O2
-2	7	1	5	.	-3	0.5	CCc1cnc(N2[C@H](C#N)[C@H](c3ccc(C4=CCCCC4)cc3)[C@H]2CO)s1
2	-2	-3	-3	.	0	-0.5	CO[C@H]1CN(C)C(=O)c2cc(NS(C)(=O)=O)ccc2OC[C@H](C)N(CC2CC2)C[C@H]1C
4	-9	-1	.	.	-4	3.7	c1cnc2nc3c4ccccc4c4ccccc4c3nc2c1
6	.	5	0	3	-8	-0.4	C[C@H](O)[C@@H]1CN2CCc3c([nH]c4ccccc34)[C@@H]2C[C@@H]1N(C)C(=O)Nc1cccc2ccccc12
-2	-5	-2	-3	.	3	-2.0	COc1ccc(C2=NOC(C(=O)NCc3cccnc3)C2)cc1 (stereo not given)
-2	-6	-1	0	.	-2	-3.0	CC(C)NC(=O)c1ccc(C(C)C)cc1
-2	-14	0	-4	.	3	-1.4	O=C(NCc1ccccc1)C(c1ccc(-c2ccccc2)cc1)N1CCN(c2ccccc2F)CC1 (stereo not given)
1	?	-5	-2	-2	-3	-0.3	CN(C(=O)COC(=O)Cc1ccc(Cl)cc1)C1CCCCC1
-2	-6	-5	5	-5	2	2.8	COc1ccc(C(=O)N2CCN(c3ncccn3)CC2)cc1[N+](=O)[O-]
3	-11	-4	.	1[16.7 µM]	2	1.2	C[C@H](CO)N1C[C@H](C)[C@H](CN(C)C(=O)Nc2ccc3c(c2)OCO3)Oc2ccc(NC(=O)CCC(F)(F)F)cc2CC1=O
1	2	-1	.	11	-5	0.7	COc1ccc(NC(=O)c2cc(-c3cc(Cl)ccc3OC)n[nH]2)c(OC)c1
1	6	4	15	50	-2	-0.3	CCOC1=C2[C@@H](CN(S(=O)(=O)c3ccc(C)cc3)[C@H]2c2ccc(CC)cc2)[C@H]2C(=O)N(C)C(=O)[C@H]2C1
-4	2	0	3	.	0	-1.2	CCc1cnc(N2[C@H](C#N)[C@@H](c3ccccc3)[C@@H]2CO)s1
0	9	1	-3	15	0	-3.1	O=C(Nc1ccc(Cl)cc1)Nc1ccccc1CC[N+](=O)[O-]
-1	-6	-2	-2	-1	4	1.5	Cc1ccc(NC(=O)COC(=O)c2nn(C)cc2Cl)cc1
1&-3	-8&-2	-2&2	15*!	-11	-1&-1	3.7&0.7&-5.7	C[C@H](CO)N1C[C@H](C)[C@H](CN(C)S(=O)(=O)c2ccc(Cl)cc2)OCc2cnnn2CCCC1=O
0	-8	-4	.	-8	-1	0.8	CCOCCCNC(=O)c1ccc2c(c1)N(Cc1ccccc1)C(=O)CS2=O (stereo not given)
1	1	-1	-5	1[16.7 µM]	-3	-1.2	CN1CCN(C(=O)C[C@H]2C[C@H]3c4cc(NC(=O)C5CCOCC5)ccc4O[C@H]3[C@@H](CO)O2)CC1
-5	-2	-2	-1	-13	1	0.1	O=C(CN1CCN(Cc2ccccc2)CC1)NC(c1ccccc1)c1ccccc1
-5	4	1	-2	-5	0	2.4	CCCn1c(N)c(N(CCOC)C(=O)c2ccccc2)c(=O)[nH]c1=O
-3	1	2	3	5	9	0.9	Nc1ccc2c3c(ccc([N+](=O)[O-])c13)CC2
1	.	-3	.	.	-2	-1.6	O=C(c1ccc(Cl)nc1)N1CCN(C/C=C/c2ccccc2)CC1
1	7	-1	-6	4	-17	2.5	COc1cc(NCCCn2ccc(NC(=O)OCc3ccccc3)nc2=O)cc(OC)c1OC
-1	7	-3	-1	8[16.7 µM]	-2	-1.4	C[C@@H]1CN([C@@H](C)CO)C(=O)c2cc(NS(=O)(=O)c3cn(C)cn3)ccc2O[C@@H](C)CCCCO[C@@H]1CN(C)S(=O)(=O)c1ccc(F)cc1
9	-7	-6	-3	.	-3	1.1	Nc1cnccc1Oc1cccc(C(F)(F)F)c1
0	-10	-5	5	10[16.7 µM]	-1	2.6	C[C@H](CO)N1C[C@H](C)[C@@H](CN(C)C(=O)c2ccncc2)OCCCC[C@H](C)Oc2ccc(NC(=O)Cc3ccccc3)cc2C1=O
13	7	-2	1	-10	3	-1.3	CC(C)C(=O)NNC(=O)CSc1nnc(-c2ccccc2)c(-c2ccccc2)n1
0	24*	2	1	-1[16.7 µM]	-11	2.5	N#Cc1ccc(-c2ccc([C@H]3[C@H]4CN(C(=O)Nc5ccc(F)cc5)CCCCN4[C@H]3CO)cc2)cc1
43*	2	4	13	-6	7	-1.2	COc1ccc(OC)c(NC(=O)CSc2sc3c(O)cc(=O)[nH]c3c2C#N)c1
1	-6	5	0	-9	2	-1.4	Cc1cccc(N2CCN(C(=O)c3ccc4c(c3)NC(=O)C(CSCc3cccc(F)c3)N4)CC2C)c1 (stereo not given)
0	2	-1	-8	-19[16.7 µM]	4	-0.4	CCCNC(=O)N[C@@H]1CC[C@H](CC(=O)NCCc2ccccc2)O[C@H]1CO
1	10	-1	0	0	1	-0.5	CCCc1cc(=O)[nH]c(SCC(=O)c2cc(C)n(-c3c(C)n(C)n(-c4ccccc4)c3=O)c2C)n1
-3	?	-4	4	.	-2	0.2	COc1ccc2c3c(n(C)c2c1)[C@H](CO)N(C(=O)Cc1ccccc1)CC31CN(C(=O)Cc2ccccc2)C1
3	-1	.	.	-4	3	2.3	Cc1csc(NC(=O)c2cc3c(s2)-c2ccccc2OC3)n1
-4	-2	3	0	-2	-4	1.4	COc1ccc(/C=N/NC(=O)C(=O)N2CCCC2)cc1
-5	-4	2	-3	1	-4	4.2	CCC(C)NC(=O)C1CCN(CCCc2ccccc2)CC1 (stereo not given)
0	-3	-2	1	.	-2	0.0	COc1ccccc1N1CCN(/N=C\c2sccc2C)CC1
-3	7	0	-3	-2	-1	0.4	Cc1cc(NC(=O)CSc2nnc(NC(=O)C3CC(=O)N(c4ccccc4)C3)s2)no1 (stereo not given)
3	2	0	-1	2	6	-2.7	Cc1cc(C)c(C)c(S(=O)(=O)NCC(=O)NCC2CCCCC2)c1C
3	0	1	-5	39	-1	-0.4	O=C(Cc1c(F)cccc1Cl)NNC(=O)c1ccc(Br)s1
0	-1	7	-2	-3	-20	1.1	CN(C1CCCCC1)S(=O)(=O)c1ccc(=S)[nH]c1
2	-3	1	7	-5[16.7 µM]	7	1.0	C[C@H]1CN([C@@H](C)CO)S(=O)(=O)c2ccc(C#Cc3ccncc3)cc2O[C@H]1CN(C)S(=O)(=O)c1ccc(F)cc1
6	-6	1	4	-7[16.7 µM]	-3	-0.3	COCC#Cc1ccc2c(c1)O[C@H](CN(C)C(=O)COC)[C@H](C)CN([C@H](C)CO)S2(=O)=O
0	-3	.	-1	-4	5	1.2	COc1c(NC(C)=O)c2ccccc2c2ccccc12
5	2	-1	0	2	-2	-1.4	COc1cc(Cl)c(CNC[C@H]2O[C@@H](n3cnc4c(=O)[nH]c(N)nc43)[C@H](O)[C@@H]2O)c(Cl)c1O
0	-12	1	-1	-6	-1	3.6	COc1ccc(C(=O)OCn2nnc3ccccc3c2=O)cc1[N+](=O)[O-]
-2	-5	-4	-2	4	-2	0.8	COCCCNC(=O)c1ccc(CS(=O)(=O)c2ccc(Br)cc2)o1
1	-3	-1	-4	4	0	-0.6	CC1CCCN(Cc2ccc(OCc3ccccc3)cc2)C1 (stereo not given)
29	-11	-2	-6	0	0	-5.3	O=C(COC(=O)c1ccc(Br)o1)Nc1ccc(F)cc1[N+](=O)[O-]
-1	-5	-1	9	4[16.7 µM]	2	-1.2	Cc1noc(C)c1NC(=O)Nc1ccc2c(c1)C(=O)N([C@@H](C)CO)C[C@@H](C)[C@H](CN(C)Cc1ccc(Cl)c(Cl)c1)O2
-1	-9	0	-4	2	2	-1.0	COc1cc2[nH]c(-c3ccc(C)cc3)cc(=O)c2cc1OC
.	-8	.	5	.	0	0.8	O=C(C1CC1)N1CC2(C1)[C@@H](c1ccccc1)[C@@H](CO)N2Cc1cncnc1
-3	6	-4	0	-3	2	-3.5	CC1(C(=O)O)CCC(C(=O)NC2CCCCC2)C1(C)C (stereo not given)
.	2	-10	-6	.	-6	0.6	COc1ccc(NC(=S)Nc2ncccc2C)cc1OC
0	62*	-1	0	-1[16.7 µM]	4	-2.2	COc1ccc(CN(C)C[C@@H]2OCCCC[C@H](C)Oc3ccc(NC(=O)CCC(F)(F)F)cc3C(=O)N([C@H](C)CO)C[C@H]2C)cc1
-1	16	-1	.	4	6	0.0	Cc1ccc(-c2nc3c4ccccc4ccn3c2Cc2ccccc2)cc1
5	1	-4	-3	11	-1	3.3	COc1ccc(CN2CCN(C3CCOCC3)CC2CCO)c(C)c1C (stereo not given)
2	-9	-7	3	.	4	-1.6	COc1ccccc1-c1cn(CC[C@@H]2CC[C@@H](NC(=O)C3CCCC3)[C@@H](CO)O2)nn1
0	?	.	-3	-6	6	-2.2	O=C1N[C@@H](Cc2ccccc2)COC(=O)[C@H](Cc2ccc(F)cc2)C/C=C\C[C@H]1CC(=O)N(CCO)Cc1ccccc1

Screens from PubChem.
